Compound activity deposited in PubChem BioAssay by several laboratories.
KCNK3 block: human KCNK3 channel inhibition, primary screen | CHO-KCNK3 thallium flux, FluxOR fluorescence; active compounds read low | B-score at 10 µM | hit rate 0.84% among 340,000 | AID 602410;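 active = B-score under library mean minus 4 SD, starting fluorescence ratio at most library mean plus 5 SD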;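 note: more negative B-score means stronger inhibition of thallium flux through KCNK3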
KCNQ1 act: potentiators or activators of human KCNQ1 potassium channel | hit rate 0.35% among 310,000 | P51787 | B-score at 10 µM | CHO-K1 KCNQ1, thallium flux FluxOR fluorescence; active compounds read high;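 active = fluorescence ratio B-score, a plate-corrected score, at least three library SD, with initial intensity B-score within 5 SD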
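System: Stable KCNQ1 CHO-K1 line | Incubation: 90 min dye loading and 20 min compound exposure, both at room temperature | Measure: Ratio B score | Medium: Assay buffer for compound exposure, DMSO matched across wells | Compound dosing: Single-concentration screen | Probe or stimulus: K+/Tl+ depolarizing stimulus | Measured by: Kinetic FluxOR fluorescence, 10 s baseline plus 110 s post-stimulus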
Dyrk1A ADPGlo: inhibitors of rat Dyrk1A kinase | Q63470 | ADP-Glo luminescence, NFATc1 peptide | inhibition, % at 12.5 µM | hit rate 0.43% among 310,000 | AID 504441; in the data active = inhibition above about 50%;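 note: plate controls were vehicle with enzyme for no effect and no enzyme for full effect; many of its hits are not listed in these tables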
Platelet DG rel: platelet dense granule release activity; human platelet-rich plasma, SFLLRN dense granule ATP release, luminescence; inhibition, %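 (compounds screened at 7.5 µM in platelet-rich plasma)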; hit rate 0.22% among 300,000;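 active = mean replicate score, as percent of positive control, at or above 50; inconclusive = mean below 50 but at least one replicate at or above 50; inactive = mean and every replicate below 50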
TRPC4 inh: blocks the mouse TRPC4 cation channel | HEK293 TRPC4beta/mu-opioid, DAMGO-evoked Fluo4 calcium flux; active compounds read low | B-score at 10 µM | hit rate 0.39% among 300,000;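 active = B-score over 3 SD under the library average, no early fluorescence shift, positive overall ratio signal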
Target sequence (Q9QUQ5 whole entry, looked up): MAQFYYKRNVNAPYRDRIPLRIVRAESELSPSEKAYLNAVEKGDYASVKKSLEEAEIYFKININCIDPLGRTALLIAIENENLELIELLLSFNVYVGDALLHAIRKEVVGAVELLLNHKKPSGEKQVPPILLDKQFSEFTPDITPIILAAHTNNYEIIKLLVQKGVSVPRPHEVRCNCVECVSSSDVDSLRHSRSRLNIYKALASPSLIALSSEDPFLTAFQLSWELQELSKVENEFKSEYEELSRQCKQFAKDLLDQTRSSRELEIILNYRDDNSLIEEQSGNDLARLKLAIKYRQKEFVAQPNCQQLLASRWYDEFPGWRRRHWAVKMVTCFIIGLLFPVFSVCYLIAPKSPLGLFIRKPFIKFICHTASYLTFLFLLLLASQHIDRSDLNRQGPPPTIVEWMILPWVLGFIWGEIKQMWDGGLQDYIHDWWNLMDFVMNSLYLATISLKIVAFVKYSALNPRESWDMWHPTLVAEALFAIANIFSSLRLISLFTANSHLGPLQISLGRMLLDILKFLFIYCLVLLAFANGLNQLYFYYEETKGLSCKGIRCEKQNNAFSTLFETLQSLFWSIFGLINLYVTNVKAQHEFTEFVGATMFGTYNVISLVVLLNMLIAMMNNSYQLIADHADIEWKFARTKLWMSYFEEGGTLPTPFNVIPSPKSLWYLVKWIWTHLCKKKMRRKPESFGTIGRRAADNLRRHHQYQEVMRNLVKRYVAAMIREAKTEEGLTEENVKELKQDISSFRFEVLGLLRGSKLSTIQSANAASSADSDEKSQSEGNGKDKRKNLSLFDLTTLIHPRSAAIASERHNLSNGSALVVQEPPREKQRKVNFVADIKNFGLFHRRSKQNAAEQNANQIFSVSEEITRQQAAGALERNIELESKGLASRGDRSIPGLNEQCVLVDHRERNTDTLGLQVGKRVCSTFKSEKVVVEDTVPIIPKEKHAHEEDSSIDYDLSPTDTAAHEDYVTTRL
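test system = HEK293 cells with stable TRPC4beta plus mu-opioid receptor expression | detection = Fluo4 Ca2+ flux fluorescence | read-out = integrated fluorescence ratio relative to baseline, converted to per-well B score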
TRPC4 act: opens the mouse TRPC4 cation channel; Q9QUQ5; HEK293 TRPC4beta/mu-opioid, Fluo4 calcium fluorescence; active compounds read high; B-score at 10 µM; hit rate 0.49% among 310,000; AID 2237;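 active = B-score above 5 SD of library B-scores, and initial fluorescence ratio not above library mean plus 5 SD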;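 note: positive B-score marks a calcium rise read as TRPC4 activation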
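Assay system: HEK293 stable line with TRPC4beta plus mu-opioid receptor. Times: dye 45 min RT, read 110 s. Measured by: kinetic Fluo4 calcium fluorescence. Measure: B score of integrated ratio. Controls: assay buffer as low control, maximal DAMGO as high control.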
KCNQ1 inh: human KCNQ1 channel inhibition; AID 2642; hit rate 1.3% among 310,000; P51787; B-score at 10 µM; CHO-K1 KCNQ1, FluxOR thallium flux fluorescence; active compounds read high;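 active = compounds whose thallium flux B-score, printed positive for inhibition, exceeds three library SD while starting fluorescence stays within three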;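 note: channel opened by potassium depolarization with thallium stimulus after 20 min compound exposure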
PolyA inhibitor: inhibitors of polyadenylation in S. cerevisiae; hit rate 0.02% among 300,000; S. cerevisiae SKY197-pL101 polyadenylation reporter, beta-gal luminescence; efflux-impaired pdr1/pdr3 knockout yeast; score 100 = 6 SD above DMSO; calls only at 12 µM; AID 1875;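 active = lowest replicate activity score at least 50, where 100 means six control SD above control mean; inconclusive = lowest score under 50 but half or more replicates reach 50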;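 note: yeast exposed to compound for 9 h at 30 °C; higher score means more reporter readthrough which indicates perturbed polyadenylation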
KCNK9 inh: inhibitors of human KCNK9 two-pore domain potassium channel | HEK293 KCNK9, FluxOR thallium flux fluorescence; active compounds read low | B-score at 10 µM | hit rate 1.2% among 310,000 | Q9NPC2;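 active = ratio B-score over 3 SD below the library mean, with starting fluorescence within 5 SD of its mean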;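 note: negative B-score means less thallium flux so channel inhibition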
hERG protect: shields human hERG channel from block by proarrhythmic agents; Q12809; CHO-hERG, FluxOR thallium flux, dofetilide IC70 present; activation (rescue from dofetilide block), less the hit threshold, % at 10 µM; hit rate 0.51% among 310,000; AID 1511;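 active = activation above the mean of controls blocked by dofetilide plus 5 SD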;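 note: thallium influx through hERG after potassium depolarization seen as dye fluorescence rise; in these data hits start at about 4.7%; inactives centre near -7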
TRPC4 PAM: allosterically enhances the mouse TRPC4 cation channel; HEK293 TRPC4beta/mu-opioid, DAMGO EC20, Fluo-4 Ca2+ flux; active compounds read high; Q9QUQ5; hit rate 0.42% among 310,000; B-score at 10 µM;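 active = B-score of calcium response area above 5 SD of library B-scores, with initial fluorescence ratio within 5 SD of library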;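 note: B-score of integrated fluorescence ratio over time as area under calcium response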
* hit, by the source's call; i = inactive; ? = inconclusive; / = not tested or not shown; ! = a repeat was not active. These rows are one share of the data; rates above refer to the full screens.

SMILES	KCNK3 block	KCNQ1 act	Dyrk1A ADPGlo	Platelet DG rel	TRPC4 inh	TRPC4 act	KCNQ1 inh	PolyA inhibitor	KCNK9 inh	hERG protect	TRPC4 PAM
CNC(=S)NC1CC2CCCC(C1)N2CC(C)C (stereo not given)	i	i	1	-8	i	i	i	i	i	1	i
O=C(CCC(=O)N1CC2C[C@@H](C1)Cn1c2cccc1=O)NCCc1ccccc1	i	i	0	-4	i	i	i	i	i	-3	i
O=Cc1c(C(=O)O)n(Cc2ccc(F)cc2Cl)c2ccccc12	i	i	6	2	i	i	i	i	i	-8	i
CCOC(=O)c1ccccc1NC(=O)c1c(O)[nH]c(=S)[nH]c1=O	i	i	-3	-4	i	i	i	i	i	-3	i
CCCNC(=O)N1[C@H]2CC[C@@H]1C(C(=O)OC)=C(c1cc3ccccc3o1)C2	i	i	5	2	i	i	i	i	i	-3	i
CC(O)(CS(=O)(=O)c1cccc(C(F)(F)F)c1)C(=O)Nc1ccc(C(F)(F)F)cc1 (stereo not given)	i	i	6	22	i	i	i	i	i	-10	i
COC(=O)C1=C(c2ccccc2)C[C@@H]2CC[C@H]1N2C(=O)NCc1ccc(C(F)(F)F)cc1	i	i	19	2	i	i	i	i	i	-6	i
O=C1NC(=O)C(=Cc2ccc3c(c2)OCO3)C(=O)N1	/	i	/	0	i	i	i	i	i	-3	i
CCN(CCO)c1ccc(N=Cc2c(O)n(C)c(=S)[nH]c2=O)cc1	i	i	/	-6	i	i	i	i	i	-3	i
COCCCn1c(N)c(C(=O)NCCC(C)C)c2nc3ccccc3nc21	i	i	7	0	i	i	i	i	i	-7	i
N#CC(C#N)=NNc1ccc(S(N)(=O)=O)cc1	i	i	-4	5	i	i	i	i	i	-11	i
NC(=O)c1cn(C2OC(CO)C(O)C2O)c2ncnc(N)c12 (stereo not given)	i	i	88*!	3	i	i	i	i	i	-7	i
Nc1ccc2ccc3cccc[n+]3c2c1	i	i	1	-2	i	i	24*	i	i	-44	i
CCN(CC)C(=O)c1ccc(NC(=O)CCCSc2ccccc2)cc1	i	i	-2	-17	i	i	i	i	i	-15	i
CC(C)Sc1nnc([C@@H](N)Cc2ccccc2)o1	i	i	-1	2	i	i	i	i	i	-7	i
COc1ccc(O)c(C(C)(C)C)c1	i	i	1	-2	i	i	i	i	i	-8	i
Cn1cccc1/C=C1/C(=O)NC(=O)N(Cc2ccc(F)cc2)C1=O	i	i	4	-6	i	i	i	i	i	-17	i
Clc1ccc(C(c2ccccc2)c2ncc[nH]2)cc1 (stereo not given)	i	i	-6	11	i	i	i	i	i	-9	i
COc1ccc2cc(C(=O)C3CCCN(C4CCOCC4)C3)ccc2c1 (stereo not given)	i	i	2	-1	i	i	i	i	i	-4	i
CCOC(=O)CC1=C(C(=O)OCC)C2(C(=O)Nc3ccccc32)C(C#N)=C(N)O1 (stereo not given)	i	i	-6	-3	i	i	i	i	i	-10	i
O=C(COC(=O)Cc1ccccc1)Nc1nnc(-c2ccccc2)o1	i	i	10	2	i	i	i	i	i	-8	i
COc1ccc(-n2c(O)c(/C=C3\C=Nc4ccc(Br)cc43)c(=O)[nH]c2=O)c(OC)c1	i	i	12	5	i	i	i	i	i	-5	i
OC(CNC1CCCCC1)c1ccccc1 (stereo not given)	i	i	13	8	i	i	i	i	i	-7	i
C/C(=N\N1CCN(C)CC1)c1c(O)n(Cc2ccccc2)c(=O)[nH]c1=O	i	i	5	2	i	i	i	i	i	-10	i
CCSP1(=S)N=C(N2CCOCC2)C(C#N)=C2CCCN21 (stereo not given)	i	i	-1	1	i	i	i	i	i	-8	i
CCOC(=O)C1CCN(/C=C2/C(=O)NC(=O)N(c3cccc(C)c3C)C2=O)CC1	i	i	1	4	i	i	i	i	i	-13	i
Cc1nc2ccc(Cl)cc2c(-c2ccccc2)c1C(=O)O	i	i	40	3	i	i	i	i	i	-3	i
CCCCC(=O)N/N=C/c1c(O)n(-c2ccccc2)c(=O)[nH]c1=O	i	i	-6	-4	i	i	i	i	i	-13	i
CCOP(=O)(OCC)C(NC(=O)c1ccccc1)=C(Cl)Cl	i	i	-1	-25	i	i	i	i	i	-2	i
COc1ccc(NC(=O)N2CCC3(CC2)OCCO3)cc1	i	i	1	4	i	i	i	i	i	-3	i
COc1ccccc1OCCCn1cc(C(C)=O)c2ccccc21	i	i	31	-8	i	i	i	i	i	-20	i
CN(C)C(=O)Oc1ccc(OCc2nc3ccccc3[nH]2)cc1	i	i	18	?	i	i	i	i	i	-5	i
O=C1NC(=O)N(c2ccc(Cl)cc2)C(=O)/C1=C\c1ccc(Sc2nc3ccccc3[nH]2)o1	i	i	9	8	i	i	i	i	i	-1	i
c1cnc2c(c1)ccc1ncccc12	i	i	1	4	i	i	i	i	i	-3	i
CC1(C)OC1COc1c2occc2cc2ccc(=O)oc12 (stereo not given)	i	i	11	5	i	i	i	i	i	-14	i
CC(=O)Nc1cc(C(=O)N2CCC3(CC2)OCCO3)ccc1S(=O)(=O)c1ccc(C)cc1	i	i	5	-1	i	i	i	i	i	-12	i
Cc1ccc(/C=C2\C(=O)NC(=S)N(c3ccc(F)cc3)C2=O)s1	i	i	-2	11	i	i	i	i	i	11*	i
CC1(C)COC(Nc2ccc(Cl)cc2)=N1	i	i	-6	-7	i	i	i	i	i	-9	i
Cc1cccc(CN2CCN(CC(=O)N3CCC4(CC3)OCCO4)C2=O)c1	i	i	2	5	i	i	i	i	i	-10	i
Clc1ccccc1CNC1CN2CCC1CC2 (stereo not given)	i	i	-4	2	i	i	i	i	i	-3	i
COc1ccc(-n2c(Cc3ccccc3)nc3ccccc3c2=O)cc1	i	i	3	-8	i	i	i	i	i	-8	i
Cc1nc2cc([N+](=O)[O-])ccc2c(=O)n1-c1ccccc1[N+](=O)[O-]	i	i	10	2	i	i	i	i	i	-5	i
O=C(O)c1cc2ccccc2oc1=O	i	i	-8	15	i	i	i	i	i	-9	i
CCCCCCn1c(O)c(C=Nc2ccccc2N2CCOCC2)c(=O)[nH]c1=S	i	i	/	-3	i	i	i	i	i	-8	i
CN1CCN(c2ccc([N+](=O)[O-])c(Sc3nncn3C)c2)CC1	i	i	-2	-5	i	i	i	i	i	-7	i
CC(=O)Nc1cc([As](=O)(O)O)ccc1O	i	i	-1	2	i	i	i	i	i	-4	i
CSc1ncc(CN2CCCC(C(=O)c3sccc3C)C2)cn1 (stereo not given)	i	i	7	-10	i	i	i	i	i	-5	i
CCN(CC)S(=O)(=O)c1cc(NC(=O)C(C)N2CC=C(c3ccccc3)CC2)ccc1C (stereo not given)	i	i	2	-5	i	i	i	i	i	-5	i
COCCCn1c(N)c(C(=O)OCCOC)c2nc3ccccc3nc21	i	i	1	-4	i	i	i	i	i	-4	i
COC(=O)[C@@H]1C[C@@]1(C)[C@@H](NP(=O)(c1ccccc1)c1ccccc1)c1ccccc1	i	i	-12	-2	i	i	i	i	i	-9	i

Ordered by SMILES length (smallest number first): some entries from above
SMILES	KCNK3 block	KCNQ1 act	Dyrk1A ADPGlo	Platelet DG rel	TRPC4 inh	TRPC4 act	KCNQ1 inh	PolyA inhibitor	KCNK9 inh	hERG protect	TRPC4 PAM
O=C(O)c1cc2ccccc2oc1=O	i	i	-8	15	i	i	i	i	i	-9	i
CC(=O)Nc1cc([As](=O)(O)O)ccc1O	i	i	-1	2	i	i	i	i	i	-4	i
CCCCCCn1c(O)c(C=Nc2ccccc2N2CCOCC2)c(=O)[nH]c1=S	i	i	/	-3	i	i	i	i	i	-8	i

Next section.
SMILES	KCNK3 block	KCNQ1 act	Dyrk1A ADPGlo	Platelet DG rel	TRPC4 inh	TRPC4 act	KCNQ1 inh	PolyA inhibitor	KCNK9 inh	hERG protect	TRPC4 PAM
CCS(=O)(=O)NCc1nnc2n1-c1ccc(Br)cc1C(c1ccccc1Cl)=NC2	i	i	-5	-15	i	i	i	i	i	-4	i
O=[N+]([O-])c1ccc(C2[C@H]3C(c4ccccc4)=NC4(CCCCC4)N23)cc1 (stereo not given in full)	i	i	-1	-2	i	i	i	i	i	-6	i
O=C(NC1CN2CCC1CC2)c1ccc(-c2ccc([N+](=O)[O-])cc2)o1 (stereo not given)	i	i	1	-7	i	i	i	i	i	-4	i
CC(C)CCNC(=O)c1cc(C(=O)c2cc(Br)ccc2O)cn(CCC(C)C)c1=O	-11*	i	0	4	i	i	i	i	i	-8	i
O=c1c2ccccc2nc(Cc2ccccc2)n1-c1cccc(O)c1	i	i	5	2	i	i	i	i	i	-6	i
CCCCn1c(N)c(C(=O)NCc2cccs2)c2nc3ccccc3nc21	i	i	4	-2	i	i	i	i	i	-14	i
Clc1ccc2c(c1)C(c1ccccc1Cl)=NCc1nnc(N3CCN(CCOc4ccccc4)CC3)n1-2	i	i	0	18	i	i	i	i	i	-24	29*
O=c1[nH]c(=S)n(-c2ccccc2)c(O)c1/C=N/N1CCOCC1	i	i	3	-3	i	i	i	i	i	-8	i
CCCCCCC(=O)N/N=C/c1c(O)n(C(C)CC)c(=S)[nH]c1=O (stereo not given)	i	i	-2	/	i	i	i	i	i	-11	i
CC(C)N1CCN(Cc2ccccc2C(F)(F)F)CC1CCO (stereo not given)	i	i	-3	1	i	i	i	i	i	-9	i
CCOc1cc2c(cc1OCC)-n1cccc1C(c1ccc(OC(F)F)cc1)NC2 (stereo not given)	i	i	-1	-6	i	i	i	i	i	-12	i
Nc1ccnn1C1CCNCC1	i	i	6	1	i	i	i	i	i	-19	i
O=C(CCc1nnc2ccc(NCc3ccccc3Cl)nn12)N1CCC2(CC1)OCCO2	i	i	-2	-5	i	i	i	i	i	-8	i
CCOC(=O)c1nsnc1NCCCl	i	i	-2	-5	i	i	i	i	i	-14	i
COc1ccc(N=Cc2c(O)n(C)c(=O)[nH]c2=O)cc1	i	i	15	1	i	i	i	i	i	-5	i
O=c1c2ccccc2nc(Cc2ccccc2)n1-c1ccccc1	i	i	1	0	i	i	i	i	i	-10	i
Cc1ccc(-n2c(C)nc3ccccc3c2=O)c(C)c1	i	i	3	0	i	i	i	i	i	-6	i
CN1C(C(=O)N2CCC3(CC2)OCCO3)=CC(c2ccc(F)cc2)=NS1(=O)=O	i	i	-3	-10	i	i	i	i	i	-4	i
